CatB inh = blocks human cathepsin B protease activity; P07858; purified cathepsin B, fluorogenic substrate, fluorescence; inhibition, %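 (tested at 10 µM)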; hit rate 0.1% among 63,000; AID 453; in the data active = inhibition above about 21%;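 also: 0% = enzyme with no compound and 100% = no enzyme blank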
Ec RNAP inh = inhibitors of Escherichia coli RNA polymerase; E. coli RNA polymerase, fluorescence transcription assay; inhibition, %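 (tested at 10 µM)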; hit rate 0.2% among 62,000; in the data active = inhibition above about 20%;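 also: 0% = enzyme without compound and 100% = no enzyme blank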
D1 mod = allosterically modulates the human D1 dopamine receptor | B-score at 10 µM | hit rate 5.9% among 58,000 | P21728 | AID 641 | HEK293 D1, CRE-luciferase, dopamine EC30 potentiation; actives deviate in either direction;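 active = luminescence count or its row- and column-corrected plate score outside the 99.7% band of the plate's sample wells, on either side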
CatB mix inh = human cathepsin B inhibition by mixtures. Purified cathepsin B, AMC dipeptide fluorescence, compound mixtures. inhibition, %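 (ten-compound pools at 5 µM per compound and 50 µM total)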. hit rate 0.06% among 62,000. AID 488; in the data active = inhibition above about 22%, passing the limit was not always enough;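 also: 0% = enzyme without compound and 100% = no enzyme blank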
DUSP1 inh = inhibitors of human MKP-1 phosphatase; P28562; recombinant MKP-1, OMFP hydrolysis fluorescence; inhibition, %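 (compounds tested at a single concentration somewhere between 10 and 100 µM)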; hit rate 0.15% among 65,000; AID 374;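 active = inhibition above about 50%, limit read from the data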;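 also: 0% = DMSO max control wells and 100% = wells with enzyme stopped by NaOH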
Hsp90 block = displaces geldanamycin probe from tumor Hsp90 | NCI-N417 lysate Hsp90, Cy3B-geldanamycin FP displacement | hit rate 0.35% among 64,000 | inhibition, % at 30 µM;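 active = inhibition above 50%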;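 also: 0% = tracer plus lysate wells and 100% = tracer alone without lysate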
AP complement = alternative pathway complement inhibition, orthogonal assay. AID 1235. Human serum alternative complement pathway, LPS-coated ELISA, C3 deposition; tested in compound mixtures. inhibition, % at 5 µM. hit rate 0.08% among 62,000;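 active = inhibition above 30% in each of the two pooled mixtures holding the compound, so the lower value exceeds 30%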;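 also: 0% = serum in Mg-EGTA without compound and 100% = EDTA serum blank; some compounds past the cut are filed as inactive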
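Test system – human serum alternative complement pathway, C3 deposition on LPS-coated wells · Buffer or medium – diluted human serum in Mg2+-EGTA GVB++ · Compound dosing – 5 µM each compound, pools of ten, 50 µM per pool · Schedule – 1 h serum-compound exposure at 37 °C · Measured by – Anti-C3 ELISA, OD 450 nm · Read-out basis – percent inhibition of C3 deposition onto LPS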
Cdc25B inh = human M-phase inducer phosphatase 2 inhibition | P30305 | recombinant Cdc25B, OMFP fluorescence Ex485/Em525 | inhibition, %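 (compounds tested at 10 µM final in the well)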 | hit rate 0.1% among 65,000 | AID 368; in the data active = inhibition above about 50%
Ecoli tolC = growth inhibitors of E. coli BW25113 tolC mutant; OD615; growth inhibition, % at 10 µM (by protocol); hit rate 2.2% among 65,000; AID 573;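 active = growth inhibition at or above a cutoff equal to the mean over every tested compound plus 3 SD, cut at about 60% in these data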;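 also: growth measured after 20 h incubation at 37 °C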
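Doses: one dose of 10 µM final / Material: E. coli BW25113 ΔtolC::kan, tolC deletion mutant strain / Buffer or medium: LB with kanamycin 50 µg/mL / Evaluation: percent growth inhibition / Detection: optical density read at 615 nm / Incubation: 37 °C, 20 h exposure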
An asterisk follows results filed as active; · = no result given. Outcome played no part in choosing rows; overall some 7.6% were active at least once.

SMILES	CatB inh	Ec RNAP inh	D1 mod	CatB mix inh	DUSP1 inh	Hsp90 block	AP complement	Cdc25B inh	Ecoli tolC
COc1ccc(C(C#N)(CCC#N)CCC#N)cc1OC	-3.3	4.1	0.405	1.6	9.1	-0.9	1.3	-1.0	15.5
COCc1cc(=O)[nH]c(SCC(=O)Nc2ccccc2)n1	0.9	12.2	-1.08	4.8	-52.2	-4.7	10.0	-4.6	-5.9
COc1ccc(C)cc1NC(=O)CSc1nc(SC)ns1	3.2	7.0	0.88	6.4	10.3	-10.1	14.2	1.7	24.5
Cn1c(=O)c2c(nc(NCc3ccccc3)n2Cc2ccc(F)cc2)n(C)c1=O	-0.9	6.9	-0.125	2.8	11.1	16.8	15.3	-12.1	8.1
Cc1ccc(NC(=O)c2ccc3ccccc3n2)nc1	1.3	2.1	-1.43	4.9	11.9	2.4	-2.6	-4.0	32.6
CNc1ccc(OC(F)F)cc1C(=O)c1ccccc1	3.5	3.9	·	-0.1	4.2	-5.6	3.7	-6.8	25.7
O=C(CCc1nc2ccccc2c(=O)[nH]1)N1CCN(C/C=C/c2ccccc2)CC1	-2.5	0.9	0.0652	4.4	36.1	-7.1	2.5	-9.5	0.0
O=C(NCC1CCCO1)c1csc2c1CCCC2 (stereo not drawn)	2.7	1.0	0.0422	-0.9	10.8	-4.2	7.1	-3.1	-11.2
O=C(O)[C@@H]1CCCC[C@@H]1C(=O)N1CCc2ccccc2C1CN1C(=O)c2ccccc2C1=O (stereo partly drawn)	0.8	·	·	7.6	-26.7	-1.1	9.8	-2.4	4.2
Cc1nc(Nc2ccncc2)c2oc3ccccc3c2n1	-1.1	3.0	1.08	1.2	·	·	10.5	·	·
COc1ccc(C(=O)c2oc3ccccc3c2N)cc1	-2.5	-6.6	2.68	-4.6	-1.8	-3.9	-0.4	1.4	30.1
Nc1nnc(CCN2C(=O)CSC2=O)s1	4.7	8.1	-0.899	2.4	-3.7	1.0	-19.1	-2.2	1.9
CCCNC(=O)c1ccccc1NC(=O)CN(c1ccccc1OCC)S(C)(=O)=O	2.5	4.2	0.5	3.5	-7.4	4.1	-2.2	-2.9	3.1
COc1cccc(-c2nc(CC(=O)O)cs2)c1OC	0.0	7.1	-0.523	0.7	12.9	-0.4	-2.6	-14.8	-10.7
CCOc1ccc(NC(=O)CNC(=O)c2ccc(OC)c(OC)c2)cc1	-0.1	3.3	0.606	2.7	-1.7	-7.4	1.3	-3.4	-7.5
Nc1cc(=O)nc(SCc2ccccc2)n1Cc1ccco1	4.8	12.7	1.33	6.8	5.9	-3.7	5.4	-4.3	7.1
COc1ccc(CCNC(=O)CSc2nnnn2-c2ccccc2)cc1	5.3	1.4	0.139	2.9	3.7	-6.7	21.6	-3.2	-1.9
Cc1cccc(C)c1NS(=O)(=O)c1ccc(F)cc1	4.2	10.0	0.434	6.3	-6.7	0.2	6.5	-7.6	4.3
COc1cccc(Cn2c(NCc3ccco3)nc3c2c(=O)n(C)c(=O)n3C)c1	4.1	5.2	·	·	-20.2	-3.8	·	-19.6	0.4
CCOC(=O)N1CCC(NC(=O)c2cn(-c3ccc(OC)cc3)c(=O)c3ccccc23)CC1	0.8	1.0	-0.0584	-5.8	15.2	-3.1	-3.9	-3.5	2.3
CCOC(=O)c1[nH]c(C)c(C(=O)Nc2ccc(Cl)cc2)c1C	-3.1	-3.3	-0.69	-3.2	5.2	-4.5	15.0	2.4	-4.0
CCN(Cc1ccccc1)C(c1ccncc1)c1nnnn1C(C)(C)C (stereo not drawn)	-3.5	5.8	0.0133	6.4	-0.3	-9.3	6.6	-7.6	12.7
Cc1cccc(N2CC3=C(C2=O)C(c2ccccc2)NC(=O)N3C)c1 (stereo not drawn)	5.4	-0.1	0.257	1.2	-8.4	-9.7	11.7	12.7	8.3
NC(=O)C1CC(=O)N(Cc2ccc3c(c2)OCO3)C(=Nc2ccccc2)S1 (stereo not drawn)	0.6	-9.3	-0.811	-1.3	12.1	3.1	6.4	-18.3	12.3
CC1(C)CC(=O)C2=C(C1)OC(N)=C(C#N)C21C(=O)N(CN2CCOCC2)c2ccccc21 (stereo not drawn)	1.6	3.7	·	·	-2.2	-3.4	·	6.8	10.2
CCC(Oc1ccccc1)C(=O)Nc1cc(C)on1 (stereo not drawn)	1.8	2.0	-0.00733	0.6	6.9	0.2	19.4	-5.5	-12.7
CC(=O)n1nc(-c2ccco2)nc1SCc1ccccc1	-0.4	13.4	-0.328	-1.4	-1.7	-4.3	5.8	-10.4	10.7
CCN(CC)S(=O)(=O)c1cccc(-c2nnc(SCC(=O)NCCC3=CCCCC3)n2N)c1	4.2	2.9	-0.359	3.8	6.2	-0.6	11.0	2.6	8.7
CCOC(=O)CSc1nnc(C)c(=O)[nH]1	3.2	12.5	·	·	-17.3	2.1	·	4.5	0.0
O=C(CSc1nnnn1C1CCCCC1)NCCc1ccccc1	-1.4	6.4	0.0095	-3.9	16.2	0.9	7.9	1.9	15.6
Cn1c2c(c(=O)[nH]c1=O)C(NC(=O)c1ccco1)(C(F)(F)F)C(=O)N2 (stereo not drawn)	2.2	-2.3	0.114	1.6	-6.3	1.4	-10.6	-12.2	-23.5
O=C(CN1C(=O)COc2ccccc21)Nc1ccc(F)cc1	4.5	2.2	-0.917	0.1	8.8	7.6	10.7	2.7	-5.0
CCOC(=O)c1cc2c(=O)n(C)c3ccccc3c2s1	7.7	4.9	0.587	1.9	17.6	-1.5	0.8	7.4	5.8
COc1ccc(-c2nnc3ccc(SCC(=O)N4CCCC4)nn23)cc1	-1.2	-2.1	-0.283	2.1	15.4	-5.5	20.6	-6.8	-6.1
O=C(O)C1C2C=CC(O2)C1C(=O)NCc1ccc(Cl)cc1 (stereo not drawn)	4.2	11.1	0.079	9.3	-4.2	-1.8	2.5	-4.7	-3.3
CCc1nc2ccc(C(=O)NCc3ccco3)cc2nc1CC	8.6	11.1	2.3	2.8	7.5	1.5	-1.4	5.9	-4.8
Cc1cccc(CS(=O)(=O)Cc2ccc(C(=O)NCc3ccco3)o2)c1	0.0	-4.8	-0.422	-5.9	-2.1	-2.7	-6.4	-32.4	6.3
COc1ccc(/C=N\n2nnc3ccccc32)cc1	0.7	-0.5	-3.85*	-4.8	3.8	-5.2	-6.4	8.8	-6.8
O=C(O)CSc1nnc(-c2ccncc2)n1CCc1ccccc1	3.2	5.8	0.666	5.3	-10.1	3.7	8.5	-11.0	-19.6
Cc1ccc(-c2noc(CCC(=O)N3CCN(c4cccc(C(F)(F)F)c4)CC3)n2)cc1	0.0	6.4	0.548	3.3	25.0	-2.2	-3.3	-4.9	63.7*
Cc1cc(C)n(-c2nc3c(c(=O)n(C)c(=O)n3C)n2Cc2cccc(Br)c2)n1	4.2	4.3	-0.238	-1.1	5.5	-5.0	5.5	3.7	15.6
Cc1ccc(Cl)cc1N1CCN(C(=O)C2CCN(c3nnc(-n4cccc4)s3)CC2)CC1	4.4	10.0	-3.1	4.8	15.8	-2.8	12.4	-3.8	17.2
Cc1[nH]c(=O)[nH]c(=O)c1NC(=O)CSc1ncccc1-c1nc2ccccc2[nH]1	-3.4	7.8	-0.978	0.7	-19.4	-2.3	-1.8	1.2	-11.5
CCS(=O)(=O)N1CCc2cc(OC)c(OC)cc2C1	5.6	1.3	·	2.5	-0.4	-6.2	-28.3	-5.3	-1.7
Cc1nn(-c2ccccn2)c(C)c1Oc1ccccc1O	-8.3	-1.8	3.81*	5.2	-3.7	-2.1	12.7	-1.9	5.4
O=C(NC1CCCC1)C(c1cccnc1)N(C(=O)c1csnn1)C1CC1 (stereo not drawn)	1.9	-1.2	-0.383	2.6	-16.4	-3.3	5.4	-5.3	-6.9
CCN(CC)c1ccc(NC(=O)CN2C(=O)CSc3ncccc32)c(C)c1	3.5	5.9	-4.58	4.2	3.3	0.4	4.7	-0.6	-10.6
c1ccc(CNc2ncnc3ccccc23)cc1	-2.9	9.2	·	8.2	-2.1	-0.1	1.5	-0.7	29.6
CCOc1ccc(C(=O)N2CCN(c3cccc(C)c3C)CC2)cc1	7.3	6.9	-0.463	0.9	2.8	0.6	-1.5	-13.3	81.5*
CC1CCN(c2ccc(C(=O)NCCc3ccccc3)cn2)CC1	-2.7	-0.4	0.00636	-2.9	31.6	-2.8	1.9	-8.3	31.8

Compound profiles (already shown). Order of screens: CatB inh	Ec RNAP inh	D1 mod	CatB mix inh	DUSP1 inh	Hsp90 block	AP complement	Cdc25B inh	Ecoli tolC
`CCc1nc2ccc(C(=O)NCc3ccco3)cc2nc1CC` across the screens: 8.6	11.1	2.3	2.8	7.5	1.5	-1.4	5.9	-4.8
`CCC(Oc1ccccc1)C(=O)Nc1cc(C)on1` (stereo not drawn) across the screens: 1.8	2.0	-0.00733	0.6	6.9	0.2	19.4	-5.5	-12.7

Continued:
SMILES	CatB inh	Ec RNAP inh	D1 mod	CatB mix inh	DUSP1 inh	Hsp90 block	AP complement	Cdc25B inh	Ecoli tolC
O=C1CC(c2ccccc2)NC(=O)N1 (stereo not drawn)	2.9	10.8	·	2.0	-11.1	0.0	5.9	1.4	0.2
Cc1c(C(=O)N2CCOCC2)oc2c1C(=O)CC(C)(C)C2	2.6	4.1	-0.717	-3.8	-4.1	-8.4	25.7	-1.7	-10.2
CCOc1ccccc1Nc1cc(C)nc2nc(C)nn12	4.2	12.3	·	2.2	5.0	1.2	8.4	-10.8	-0.9
O=C(NC1CCCCC1)c1ccc2c(=O)n(CC3CCCO3)c(=O)[nH]c2c1 (stereo not drawn)	1.1	3.6	-0.0565	-0.6	16.9	-0.1	3.2	-12.2	-23.5
Nc1nc(NCc2ccccc2)nc(-c2ccccc2)n1	-0.9	8.6	21*	4.2	-11.6	1.9	10.8	-5.2	29.3
COc1ccc(CN2CCN(c3ccccn3)CC2)c(OC)c1	9.0	3.8	0.16	9.4	10.1	1.8	-19.6	-12.4	-6.6
Cc1ccc(-c2nnc3ccc(SCC(=O)NCc4ccco4)nn23)cc1	3.1	5.6	0.123	3.4	-2.5	-1.5	2.2	-9.1	-11.0
Cc1nc2nc(-c3cccnc3)[nH]n2c(=O)c1Cc1ccccc1	1.2	0.2	·	-0.6	13.0	-1.8	11.0	0.3	23.7
C=CCSc1nnc(Cn2c(=O)sc3ccccc32)n1C	1.4	1.6	0.133	0.9	7.5	-2.4	9.7	2.6	-12.1
CN(C)C(CNC(=O)NC1CCCCC1)c1cccnc1 (stereo not drawn)	-6.4	6.3	0.141	-1.6	28.7	0.8	-0.9	-7.4	-14.2
COc1ccc2c(c1OC)C(=O)OC2Nc1ccccc1S(=O)(=O)C(F)F (stereo not drawn)	-6.3	4.5	0.0478	7.9	28.4	-4.0	26.2	3.9	-26.3
Cc1ccccc1-c1nnc(-c2ccc(Cl)cc2)o1	2.5	-1.9	-0.972	1.9	12.0	·	21.9	-11.0	7.8
CCOC(=O)N1CCN(C(=O)c2ccc(N3C(=O)c4ccccc4C3=O)cc2)CC1	-1.1	3.6	-0.155	0.9	13.4	·	-0.2	-16.7	-15.3
CCOC(=O)N1CCC(Nc2c(NCCCN(CC)c3cccc(C)c3)c(=O)c2=O)CC1	1.7	1.6	-0.0631	0.1	5.3	1.6	13.7	-13.0	25.1

Single entries from the entries so far.
`CCOC(=O)N1CCC(Nc2c(NCCCN(CC)c3cccc(C)c3)c(=O)c2=O)CC1` – Hsp90 block = 1.6
`Cc1cccc(C)c1NS(=O)(=O)c1ccc(F)cc1` – DUSP1 inh = -6.7

Screening results as filed in PubChem.
